All columns: NCI-60 one-dose screen, growth in % after 48 h at 10 µM unless noted; 100 = growth as untreated, 0 = no growth, -100 = all killed.
MDA-MB-435 – MDA-MB-435 melanoma; 82,000 compounds, 7.8% hits; AID 1794794
SR – SR leukemia cells | 73,000 compounds, 8.7% hits | AID 1794780
MOLT-4 – MOLT-4 leukemia cells; AID 1794779; 80,000 compounds, 6.9% hits
HOP-62 – HOP-62 NSCLC. 80,000 compounds, 3.9% hits. AID 1794735
K-562 – K-562 leukemia; 78,000 compounds, 7.4% hits
RPMI-8226 – RPMI-8226 leukemia cells | AID 1794781 | 77,000 compounds, 7.5% hits
CCRF-CEM – CCRF-CEM leukemia | 77,000 compounds, 7% hits | AID 1794778
HOP-92 – HOP-92 NSCLC cells. 71,000 compounds, 6.3% hits. AID 1794738
* marks the source's active call; other numbers are inactive results; . = no result given; & = joins results of further samples. How the source made its calls: active means growth percent below 10; inactive means the rest. No enrichment for hits; any-hit rate near 14%.

Preview:
no.	SMILES	HOP-62	HOP-92	MOLT-4	MDA-MB-435	CCRF-CEM	RPMI-8226	K-562	SR
1	CCCCCCCCCCCC1=NC(C)(COC(=O)c2ccccc2)CO1 (stereo not given)	94	.	102	111	97	.	89	74
2	CCCCCCCCCCCC1=NC(C)(C)CN1C(C)(C)CO	60	29	74	-25*	27	1.3*	58	.
3	COc1ccc(-c2nnc(COc3ccc(NS(=O)(=O)c4ccc(Cl)cc4)cc3F)o2)cc1	79	78	63	85	65	45	61	49
4	CCOc1nc2sc(C(N)=O)c(C)c2c(=O)n1Cc1ccccc1	92	79	99	98	95	94	102	87
5	COC(=O)C(CCC(=O)CN1C(=O)c2ccccc2C1=O)N1C(=O)c2ccccc2C1=O (stereo not given)	107	96	.	103	105	103	102	103
6	O=C1Nc2ccccc2/C1=C/c1ccc(-c2cccc([N+](=O)[O-])c2)s1	92	92	101	105	100	.	98	.

Main list (from the top)
no.	SMILES	HOP-62	HOP-92	MOLT-4	MDA-MB-435	CCRF-CEM	RPMI-8226	K-562	SR
1	CCCCCCCCCCCC1=NC(C)(COC(=O)c2ccccc2)CO1 (stereo not given)	94	.	102	111	97	.	89	74
2	CCCCCCCCCCCC1=NC(C)(C)CN1C(C)(C)CO	60	29	74	-25*	27	1.3*	58	.
3	COc1ccc(-c2nnc(COc3ccc(NS(=O)(=O)c4ccc(Cl)cc4)cc3F)o2)cc1	79	78	63	85	65	45	61	49
4	CCOc1nc2sc(C(N)=O)c(C)c2c(=O)n1Cc1ccccc1	92	79	99	98	95	94	102	87
5	COC(=O)C(CCC(=O)CN1C(=O)c2ccccc2C1=O)N1C(=O)c2ccccc2C1=O (stereo not given)	107	96	.	103	105	103	102	103
6	O=C1Nc2ccccc2/C1=C/c1ccc(-c2cccc([N+](=O)[O-])c2)s1	92	92	101	105	100	.	98	.
7	CN1CCN(CCOc2nc(Oc3ccccc3C(=O)O)cc(-c3ccco3)n2)CC1	107	95	109	100	101	106	99	94
8	CCCCCOC(=O)c1ccccc1O	85	88	97	102	100	102	100	85
9	N=c1c2c(-c3ccccc3)cn(-c3ccccc3)c2nc2[nH]/c(=C\c3ccc(Cl)cc3)c(=O)n12	98	97	82	109	88	96	93	85
10	CCCCCCCNC(=O)CCCNc1ncnc2c1ncn2-c1cccc(C(C)O)c1 (stereo not given)	96	97	78	98	18	.	42	84
11	Cc1ccc(N/N=C/c2c(-c3ccc(S(C)(=O)=O)cc3)nc3ccccn23)cc1	87	59	24	49	35	45	20	53
12	Cc1ccc(C2=C(c3ccc(C)cc3)CS(=O)(=O)C2)cc1	101	89	99	97	.	88	.	.
13	Nc1ccc2oc(=O)c(C(=O)O)cc2c1	94	.	106	101	99	108	.	104
14	Cc1nc2ccc(Br)cn2c1-c1nnc(SCc2ccc([N+](=O)[O-])cc2)o1	95	115	.	103	112	.	.	.
15	CN[C@]1(c2ccccc2Cl)CCCC[C@H]1NCCc1ccc(OC)c(OC)c1	99	99	103	108	112	110	98	97
16	CC1CCC(C(C)C)C(NNC(N)=O)C1 (stereo not given)	100	91	113	101	106	99	101	100
17	O=C(/C=C/c1ccco1)Nc1ncc(Cc2ccc(F)cc2)s1	26	91	21	-18*	22	32	11	16
18	O=Cc1cn(C(=O)c2ccc(Cl)cc2)c2ccccc12	109	84	110	107	113	110	108	102
19	COC(=O)[C@@]1(C)CC[C@]2(C)CC[C@]3(C)C(=CC[C@@H]4[C@@]5(C)CCC(=O)NC(C)(C)[C@@H]5CC[C@]43C)[C@@H]2C1	99	96	97	102	96	97	101	87
20	CC(=O)c1ccc(Nc2nc(NCCO)nc(N3CCOCC3)n2)cc1	95	100	95	100	106	104	94	80
21	NS(=O)(=O)c1cc2c(cc1Cl)NC(CC1CCCC1)NS2(=O)=O (stereo not given)	89	101	105	106	103	88	109	.
22	Cc1ccc2nc(-c3c(-c4ccc(F)cc4)nc4sc(C)nn34)[nH]c2c1	111	91	79	101	87	90	94	79
23	O=C(NCc1ccc(Cl)cc1Cl)C1CCC(=O)N1c1nccs1 (stereo not given)	96	115	92	101	110	94	86	92
24	NC1(c2ccc(-c3ccc4ncnc(NCc5ccccc5)c4c3)cn2)COC1	112&118	120&112	101&112	107&106	102&106	110&117	100&114	92&101
25	O=C(N/N=C\c1ccc(Cl)cc1)c1ccncc1	117	102	101	101	115	110	109	104
26	O=C(O)c1ccc(-n2cc(CNc3ccc(C(F)(F)F)cc3)c(-c3ccc(F)cc3)n2)cc1	90	108	69	89	86	79	73	97
27	CCCCSc1nnc(-c2ccc(-c3ccccc3)nc2C)o1	101	71	93	96	94	94	89	73
28	CC(=O)c1cccc(C)n1	94	.	83	106	.	.	118	85
29	O=C1CSC(c2ccccc2Cl)N1Cc1ccccc1 (stereo not given)	101	75	85	96	103	89	108	.
30	Brc1ccc2nc(-c3c(-c4ccccc4)nc4ncccn34)[nH]c2c1	104	72	.	89	.	67	54	71
31	Cc1cccc(C)c1NC(=O)N/N=c1\cc(C)c2ccc(O)cc2o1	92	100	93	109	93	93	89	91
32	COc1cc(OC)cc(C(=O)Nc2cccc(C#Cc3cccc4[nH]nc(N)c34)c2)c1	39	43	21	-38*	13	19	8.8*	17
33	O=C(O)Cn1ncc2c(Nc3ccc(NS(=O)(=O)c4ccccc4)cc3)ncnc21	94	76	115	107	99	104	97	97
34	O=C(O)Cn1c(O)c(/C=C2/C=c3cc4c(cc3=NC2=O)OCCO4)sc1=S	105	.	105	102	97	98	106	89
35	N#Cc1c(N)nc(-c2ccccc2)c(C#N)c1N	87	88	94	112	92	90	101	86
36	CN(C)c1ccc(-c2ccc3[nH]c(=O)nc(-c4ccccc4)c3c2)cn1	63	59	.	-12*	.	57	7.9*	16
37	CC1=C/C(=C(/c2ccccc2S(=O)(=O)O)c2cc(C)c(O)c(CN(CC(=O)O)CC(=O)O)c2C)C(C)=C(CN(CC(=O)O)CC(=O)O)C1=O	100	79	118	112	102	105	91	108
38	O=C(NCCNc1cc(-c2cn(-c3ccccc3)nc2-c2cccc(O)c2)ccn1)Nc1cc(C(F)(F)F)cc(C(F)(F)F)c1	95	90	85	98	101	95	87	81
39	NCCCNc1nc2ccccc2c2c1S(=O)(=O)c1ccc(Cl)cc1C2=O	103	66	85	86	75	66	30	87
40	O=C1C(=O)N(CCO)c2ccccc21	92	93	107	102	105	104	92	97
41	N=C(N)SCc1ccc(Br)cc1	88	62	99	88	88	93	89	70
42	O=S(=O)(c1ccccc1)N(Cc1ccccc1)c1ccccc1	90	42	105	92	92	80	93	109
43	CC1CCN(/N=N/c2nc3c([nH]2)c(=O)n(C)c(=O)n3C)CC1	104	108	94	100	104	.	89	89
44	O=C1OC(c2ccc3c(c2)CCCC3)=C/C1=C/C=C\c1ccccc1	90	81	91	100	94	103	86	95
45	CN(N)c1cn[nH]c(=O)c1Cl	101	78	99	114	99	90	99	101
46	CCOc1ccc(NC(=O)CC(C)=O)cc1	106	100	106	107	111	117	123	108
47	Clc1cc(Cl)c(Cl)c(-c2nc(CN3CCOCC3)cs2)c1	92	59	78	94	75	70	67	79
48	COc1ccc(CNC(=O)c2c(C)n([O-])c3ccccc3[n+]2=O)cc1	94	83	93	124	98	96	95	97

Entries of single compounds as entered above. Order of screens: HOP-62, HOP-92, MOLT-4, MDA-MB-435, CCRF-CEM, RPMI-8226, K-562, SR
Entry for CCOc1ccc(NC(=O)CC(C)=O)cc1 → 106, 100, 106, 107, 111, 117, 123, 108
Entry for N=C(N)SCc1ccc(Br)cc1 → 88, 62, 99, 88, 88, 93, 89, 70
Entry for Clc1cc(Cl)c(Cl)c(-c2nc(CN3CCOCC3)cs2)c1 → 92, 59, 78, 94, 75, 70, 67, 79

Later entries:
no.	SMILES	HOP-62	HOP-92	MOLT-4	MDA-MB-435	CCRF-CEM	RPMI-8226	K-562	SR
49	CCOC(=O)c1c(C)nc2c(c1N)CC(=O)N2Cc1ccccc1C(F)(F)F	97	93	85	102	115	93	100	94
50	CC1=CC(C)(C)NC(=S)N1c1ccc(Cl)cc1	102&108	114	97&95	117&101	89&105	100	93&98	93&98
51	Cc1c(C)c(C)c(C(=O)c2ccccc2C(=O)NCCSC(C)(C)C)c(C)c1C	99	.	81	107	97	87	77	87
52	COc1cc2oc(-c3cccc(C(=O)Nc4ccc(Cl)cc4)c3)cc(=O)c2c(OCC(=O)NCC(=O)O)c1OC	87	96	98	57	103	95	91	88
53	COc1ccccc1Nc1nc(SC)nc(-c2cccc(N)c2)c1C#N	99	111	75	92	92	92	80	.
54	CCOC(=O)c1nnsc1-c1ccc(-c2snnc2C(=O)OCC)cc1	98	.	94	98	105	76	98	88
55	N#Cc1c(-c2ccccc2)nc2c(c(-c3ccccc3)nn2-c2ccccc2)c1-c1ccc(O)cc1	25	50	.	51	22	13	.	.
56	O=C(CSc1nc2ccccc2[nH]1)c1ccc(-n2ccnc2)cc1	106	121	128	104	109	110	102	115
57	COC(=O)C1=C(C(=O)OC)C2C(C)=CC(C)=CN2C(C(=O)OC)=C1C(=O)OC (stereo not given)	100	.	98	103	101	97	97	91
58	O=C(Nc1ccnc(F)c1)[C@H](O)[C@@H](O)C(=O)N1CCOCC1	88	83	106	106	99	98	100	115
59	CN(C)c1oc(/C=C/C=C/c2nc(C#N)c(N(C)C)o2)nc1C#N	108	107	97	108	104	97	98	95
60	Brc1cc2c(cc1C1SCCS1)OCO2	94	90	99	107	102	104	96	.
61	S=c1[nH]nc(-c2ccc3c(c2)nc(-c2ccccc2)n3C2CCCCC2)o1	80	108	82	96	93	.	.	85
62	O=C1C[C@H](N2C(=O)c3ccccc3S2(=O)=O)C2CO[C@@H]1O2	93	98	79	96	4.6*	91	56	10
63	C#CCn1c(CO)ccc1CNc1ccc(OC)cc1	96	125	96	100	101	107	97	94
64	Cc1ccc(-n2cc(-c3ccccc3)c3c(SCC(=O)n4nc(C)cc4C)ncnc32)cc1	90	83	105	106	103	102	89	112
65	CCCCCCCCCCCCCCn1cc(C=C2C(=O)NC(=S)NC2=O)c2cc(Br)ccc21	99	115	101	103	99	105	100	100
66	O=C(N=Nc1c(O)[nH]c2ccc([N+](=O)[O-])cc12)c1ccc2nc(-c3ccccc3)[nH]c2c1	100	31	43	79	33	110	48	31
67	COc1ccc(/C=C/c2cc(=O)c3c(C)c(Cl)c(C)cc3o2)cc1	89	82	87	119	86	85	87	92
68	O=C1NC(=NC(=O)c2ccccc2)S/C1=C/c1ccccc1O	99	69	95	84	101	105	94	98
69	CC(C)(C)c1ccc(Cn2c(-c3nonc3N)nc3ccccc32)cc1	82	64	63	8.7*	47	62	19	28
70	Cc1cc(-c2cn(Cc3ccc4c(Cl)cc(Cl)c(O)c4n3)nn2)ccc1F	97	90	97	93	91	67	56	70
71	COc1ccccc1NC(=S)N/C=C(\C#N)S(=O)(=O)c1ccc(C)cc1	94	96	103	100	101	96	103	102
72	Cc1c(/C=C2\Cc3ccc(Cl)cc3C2=O)c(=O)n(-c2ccccc2)n1C	62	84	90	98	105	85	.	126
73	CCCN(CCNc1cc(OC)cc2cccnc12)C(C)C	100	87	109	106	117	109	111	53
74	CC(Oc1ccc(C(=O)NS(=O)(=O)C(C)(C)C)cc1C(F)(F)F)c1ccc(Oc2ccccc2)cc1 (stereo not given)	109	90	93	105	101	103	100	104
75	CCOC(=O)C1(c2cccs2)C(=O)C2=C(CCCC2)N1c1ccccc1 (stereo not given)	68	86	95	104	92	95	97	91
76	Cc1ccc(-c2nn(CC(=O)N3CCCCC3)c(N)c2C#N)cc1	106	101	99	109	103	109	107	102
77	Cc1c(N2C(=O)CS/C2=N\N=C2/SCC(=O)N2N)c(=O)n(-c2ccccc2)n1C	91	114	103	109	112	107	97	.
78	CCC(=O)Oc1ccc(C(OC(C)=O)OC(C)=O)cc1	95	122	110	109	124	109	103	100
79	CC1(C)CC(=O)C2=C(C1)N(c1ccc(F)cc1F)C(N)=C(C#N)C2c1ccccc1Br (stereo not given)	87	116	71	100	68	81	50	36
80	COc1cc2c(cc1OC(C)=O)CCCCC2=O	103	.	99	113	98	99	95	99
81	CC(=O)CC1CCCC(CC(C)=O)N1C (stereo not given)	108	80	104	116	99	106	114	.
82	CC1N(NC(=O)Nc2ccc(F)cc2)C(=O)c2ccccc2N1C (stereo not given)	107	128	109	102	102	108	105	108
83	COc1ccc2cc(-c3ccnc4[nH]c(=S)[nH]c(=O)c34)ccc2c1	99	106	90	97	87	80	85	71
84	CN(C)c1ccc(/C=N/NC(=O)CSc2nc3sc4c(c3c(=O)n2-c2ccccc2)CCCCC4)cc1	22	50	72	33	71	77	64	23
85	CC(=O)c1ccc(Nc2nc(SCC(C)C)nc(-c3ccc(F)cc3)c2C#N)cc1	116	118	107	111	107	118	106	102
86	CC(=O)N1N=C(c2ccc(Cl)cc2)CC1c1cn(Cc2ccc(Cl)cc2)c2ccccc12 (stereo not given)	90	70	64	89	75	57	50	57
87	CCC(CC)NC(C)CO (stereo not given)	101	.	105	99	101	102	110	107
88	Nc1cccc(-c2nc3sccn3c2-c2ccnc(NCCCNS(=O)(=O)c3cccc4ccccc34)n2)c1	64	92	10	23	16	8.3*	23	39
89	COc1ccc(-c2cc(-c3c(C)oc4c(OC)c5occc5c(OC)c4c3=O)[nH]c(=O)c2C#N)cc1OC	92	43	75	92	71	59	.	56
90	CC(C)(C)c1cc(/C=C2\S/C(=N/c3ncn[nH]3)NC2=O)cc(C(C)(C)C)c1O	21	.	14	12	11	8.4*	17	6.0*
91	COc1ccc(/C=C/c2nc(Nc3ccc(O)cc3)c3ccccc3n2)cc1	89	64	71	84	13	51	.	54

High-throughput results: PubChem, NCI
